# Bioassay records (PubChem)
# Abeta yeast res – A-beta toxicity reversal in yeast. yeast expressing A-beta42, growth rescue, OD600, 48 h; response scale: 0% DMSO, 100% iron-clioquinol control. actives 0.063% (n = 410,000). Potency, µM (doses to about 46.1 µM), inactives show top-dose growth rescue, usual class: activators. AID 1347071; further: potency means the concentration at half of the fitted maximal effect; nearly all actives have a fitted effect of over 55% in size
#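 Yeast A-beta toxicity model in growth medium with pinned compounds, 48 h at 30 C; growth read as absorbance at 600 nm. Normalized to FeCl3/clioquinol equimolar mix (positive) and DMSO (negative).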
# Nrf2 inh – Nrf2 pathway inhibition; A549 ARE-Fluc reporter, luciferase luminescence, 18-24 h; Potency, µM (highest dose often 46 µM), inactives show at the top dose activity change, negative = inhibition, most hits filed as inhibitors; actives 2.1% (n = 360,000); further: potency means the concentration at half of the fitted maximal effect; on the % scale 0 is the no-effect control and ±100 the full control effect; nearly all actives have a fitted effect of over 60% in size
#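 In this cell-based qHTS, ARE-driven firefly luciferase in A549 cells reports Nrf2 activity; the luminescent signal after BugLite lysis is the measured value, with a prior CellTiter-Fluor read for cell health.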
# Nrf2 activator – Nrf2 pathway activation; Potency, µM (doses to about 46.1 µM), for the others: top-dose activation, usual class: activators; actives 0.31% (n = 410,000); AREc32 ARE-luciferase reporter (MCF7-derived line), luminescence, 24 h; further: potency means the concentration at half of the fitted maximal effect; % of control where 0% means no effect; nearly all actives have a fitted effect of over 65% in size
#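 Nrf2 activation is followed as ARE-luciferase induction in the AREc32 line after one day of compound treatment; luminescence is read with Steady-Glo.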
# Mm-Cpn inhibitor – M. maripaludis TRiC chaperonin inhibition; Potency, µM (doses to about 76.9 µM), for inactives: top-dose activity, negative = inhibition, usual class: inhibitors; actives 0.031% (n = 330,000); purified Mm-Cpn ATPase, ADP Transcreener TR-FRET; AID 504842; further: potency means the concentration at half of the fitted maximal effect; on the % scale 0 is the no-effect control and ±100 the full control effect; nearly all actives have a fitted effect of over 80% in size
#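 Inhibition of chaperonin ATP hydrolysis is measured as reduced ADP production, detected by competitive TR-FRET in which signal falls with ADP. Final enzyme 25 nM and ATP 10 uM, reacted 30 min at 37°C.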
# TGFb inhibitor – TGF-b pathway inhibition; HepG2 CAGA-GFP TGF-b/SMAD3 reporter, GFP fluorescence, 18 h; TGF-beta stimulated, 500 pg/mL final; Potency, µM (titrated, usually from 46.1 µM), for the others: top-dose activity, negative = inhibition, actives largely listed as inhibitors; actives 1.2% (n = 410,000); further: potency means the concentration at half of the fitted maximal effect; on the % scale 0 is the no-effect control and ±100 the full control effect; nearly all actives have a fitted effect of over 65% in size
#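 HEPG2 CAGA-GFP, 1000 cells/well; 2 h settle, 37 C; cpd via pin tool; TGF-b 500 pg/mL final; 18 h, 37 C; GFP imaging ex488/em500-530; %Activity normalised to -TGF-b and +DMSO controls; CRC fit, curve class.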
# HepG2 viability – counter-screen for TGF-b inhibitors: cytotoxicity in HepG2 cells | HepG2 CAGA-GFP viability, ATP luminescence, 18 h | Potency, µM (top dose mostly 46.1 µM), without a hit: at the top dose activity change, negative = cytotoxicity, hits mostly cytotoxic | actives 0.76% (n = 410,000) | AID 588856; further: potency means the concentration at half of the fitted maximal effect; some results filed as inactive show a strong effect at the top dose
#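 HepG2 CAGA-GFP cells (1000/well, DMEM with 1% FBS) received compound, then TGF-beta at 500 pg/mL final, and were incubated 18 hours at 37 degrees C. Viability was read by CellTiter-Glo luminescence. Media-only wells were set as complete cell-killing and DMSO as no toxicity.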
# pAkt inh – Akt phosphorylation inhibition. actives 0.32% (n = 360,000). Neuro2A IGF-stimulated pAkt S473 HTRF, 20 min; hits give low values. AID 651550. activity change, % for hits at 50 µM; in the data active means activity change below about -80%; inconclusive means mostly about -51% to -80%; further: on the % scale 0 is the no-effect control and ±100 the full control effect
#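 Neuro2A cells in DMEM with 0.5% FBS, overnight at 37 deg C, given compound at single 50 µM final, then IGF (6 nM final) for 20 min at 37 deg C. Lysed; phospho-Akt Ser473 by HTRF after 24 h, 665/615 ratio.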
# CCT modulator – modulators of cytosolic chaperonin (CCT/TRiC) activity; purified chaperonin ATPase assay, HTRF ADP detection, 30 min; activity change, % (no concentration beside the values), hits read low; actives 0.3% (n = 360,000); in the data active means activity change below about -30%; further: on the % scale 0 is the no-effect control and ±100 the full control effect
#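 ATPase activity: ADP formed was measured by HTRF Transcreener (665/615 nm ratio) after 30 min at 37 deg C with 10 uM ATP. Compounds screened at one 76 uM concentration against 40 or 20 nM TRiC in Tris pH 7.4/KCl/MgCl2/DTT buffer.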
# A549 viability – kills or reduces viability of A549 cells in Nrf2 counter-screen; actives 0.16% (n = 390,000); A549 ARE-Fluc cells, CellTiter-Fluor viability, 18-24 h; Potency, µM (titrated, usually from 46 µM), without a hit: at the top dose activity change, negative = cytotoxicity, hits mostly inhibitors; further: potency means the concentration at half of the fitted maximal effect; on the % scale 0 is the no-effect control and ±100 the full control effect
#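 A549 ARE-Fluc cells in 5% FBS OPTI-MEM, 5000 cells/well, rested 2 h then exposed to compounds in concentration-response for 18-24 h at 37 °C. Viability by CellTiter-Fluor fluorescence (Ex 405/Em 525) after 30 min; luciferase luminescence (BugLite, 15 min, RT) read afterwards.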
# Active calls of the source: *; i = inactive; ? = inconclusive; . = not tested or not shown; [ ] = remark or other dose. Unless noted, the call rests on the fitted dose curve; in most records, active means well fitted curve in the direction sought with a large enough effect; inconclusive means small, poorly fitted or top-dose-only effect, or another doubt; inactive means no such curve, though single readings can be large; an effect the other way counts as inactive or inconclusive.
SMILES,Abeta yeast res,Nrf2 inh,Nrf2 activator,Mm-Cpn inhibitor,TGFb inhibitor,HepG2 viability,pAkt inh,CCT modulator,A549 viability
Cc1ccc(Nc2cc(C)c(O)c(C)c2)cc1,10%,7%,3.1%,3%,0%,3%,i,-2.5,-2%
Cn1cc(CCC(=O)NC2CC(C)(C)Cc3c2cnn3-c2ccc(F)cc2)cn1 (stereo not drawn),-12%,5%,0.7%,-2%,-27%,-43%,i,-4.7,10%
O=C1C2C3C=CC(O3)C2C(=O)N1Nc1ccccc1 (stereo not drawn),-10%,-4%,-0.5%,.,18%,-1%,i,-0.3,3%
Cc1c(C(=O)Nc2ccc(F)cc2)sc2nc[nH]c(=O)c12,-17%,.,15%,.,1%,-1%,.,.,-1%
Cc1cc(-n2c(SCc3ccccc3F)nc3[nH]ncc3c2=O)ccc1Cl,20%,.,-0.9%,.,?,-108%,.,.,-20%
CCOC(=O)Cc1ccc(NC(=O)NCc2cccn2Cc2ccccc2)cc1,-18%,-12%,-0.4%,.,-13%,-23%,.,.,-4%
N#Cc1ccc(CC(C(=O)O)N2Cc3ccccc3C2=O)cc1 (stereo not drawn),-8%,?,-0.7%,2%,-8%,-30%,i,1.5,7%
Cc1cc(Cl)c2oc(C(=O)NC(C)c3ccncn3)c(C)c2c1 (stereo not drawn),-5%,-7%,2.1%,-12%,5%,1%,i,-0.8,-3%
CCCCNC(=O)CC(NS(=O)(=O)c1ccc(C)cc1)c1ccco1 (stereo not drawn),12%,.,-0.7%,-1%,-6%,2%,.,-1.0,-2%
CC1CN(C(=O)COC(=O)c2cc(=O)[nH]c3ccccc23)CC(C)O1 (stereo not drawn),1%,.,0.0%,.,-4%,2%,i,0.0,.
Cn1ccc2c(N3CCCCC3)cc3c(c21)C1CCC3C1 (stereo not drawn),-5%,.,4.7%,.,-23%,-17%,i,-1.0,.
Cc1cccc(NC(=O)CSc2nnc(NC(=O)C3CC3)s2)c1C,-15%,-8%,0.0%,-6%,1%,-14%,i,-2.8,1%
N#Cc1cc(S(=O)(=O)c2ccccc2)c(N)[nH]c1=O,0%,4%,-0.5%,0%,?,-11%,i,0.8,-1%
CCOC(=O)C1=C(COC(=O)/C=C/c2cccc(OC)c2OC)NC(=O)NC1C (stereo not drawn),-10%,13%,?,-3%,2%,2%,i,2.5,-1%
Oc1ccccc1C=NNC(=S)NN=Cc1ccccc1O,5%,2%,6.7%,.,?,-24%,i,-0.6,3%
COc1ccc(/C=N/N2CCOCC2)cc1Cn1cc([N+](=O)[O-])cn1,15%,-1%,-0.2%,2%,-3%,-13%,i,0.2,4%
CCOc1ccc(CCNC(=O)CCCn2c(=O)c3cccn3c3ccccc32)cc1,5%,-16%,0.4%,.,0%,-7%,.,.,0%
COc1cccc(C(=O)Nc2nnc(S(=O)(=O)N(C)Cc3ccc(F)cc3)s2)c1,-12%,-15%,0.2%,-1%,?,-14%,i,-2.8,3%
O=C(COC(=O)CCc1ccc(S(=O)(=O)N2CCOCC2)cc1)Nc1ccccc1OC(F)F,11%,-11%,-0.3%,1%,17%,0%,i,-1.2,1%
Cc1ccnc(NS(=O)(=O)c2ccc(NC(=O)C3COc4ccccc4O3)cc2)n1 (stereo not drawn),-5%,-14%,0.1%,-1%,4%,1%,i,2.9,-4%
COc1ccc(N/N=C(/C#N)S(=O)(=O)c2nsc(C)c2C#N)cc1,-7%,?,3.6%,0%,-26%,-18%,i,-1.6,-27%
Cc1nnc(SCC(=O)N2CCc3ccccc3C2)s1,6%,8%,0.1%,0%,-1%,0%,i,-1.1,0%
CSc1ccc(Cl)c(C(=O)NC2CCCC2)c1,-7%,8%,0.1%,-1%,?,-2%,i,-19,-7%
COc1ccc(OC)c(NC(=O)c2ccc3c(SCC(=O)O)c4c(nc3c2)CCCC4)c1,-7%,-9%,-0.9%,.,2%,-9%,.,.,-3%

# One compound at a time (already shown). Values in the order: Abeta yeast res	Nrf2 inh	Nrf2 activator	Mm-Cpn inhibitor	TGFb inhibitor	HepG2 viability	pAkt inh	CCT modulator	A549 viability
# COc1ccc(/C=N/N2CCOCC2)cc1Cn1cc([N+](=O)[O-])cn1 is listed with 15%	-1%	-0.2%	2%	-3%	-13%	i	0.2	4%
# Oc1ccccc1C=NNC(=S)NN=Cc1ccccc1O is listed with 5%	2%	6.7%	.	?	-24%	i	-0.6	3%
# COc1cccc(C(=O)Nc2nnc(S(=O)(=O)N(C)Cc3ccc(F)cc3)s2)c1 is listed with -12%	-15%	0.2%	-1%	?	-14%	i	-2.8	3%

# Other records
SMILES,Abeta yeast res,Nrf2 inh,Nrf2 activator,Mm-Cpn inhibitor,TGFb inhibitor,HepG2 viability,pAkt inh,CCT modulator,A549 viability
N#C[C@H]1C(O)C(O)c2ccccc2N1C(=O)c1ccccc1 (stereo partly drawn),-7%,6%,-1.6%,.,-2%,2%,i,-0.7,3%
COc1ccccc1CCc1nnc(CCC(=O)NCC(C)Oc2cccnc2)o1 (stereo not drawn),28%,10%,-1.0%,-1%,3%,26%,i,-2.8,2%
CCOc1ccc(-c2nc(C#N)c(NCCCOC)o2)cc1,9%,.,-0.8%,.,-19%,-9%,.,.,23%
C/C(=N\NC(=O)c1cc(-c2ccc(C)s2)[nH]n1)c1ccco1,-17%,0%,4.6%,0%,-17%,-10%,i,0.9,17%
CCC(=O)N(Cc1cc(=O)[nH]c2ccccc12)c1ccccc1,3%,3%,0.4%,-13%,-1%,-4%,i,-4.3,6%
O=C1c2ccccc2/C(=C\c2ccc3[nH]ccc3c2)N1c1ccccc1,-22%,-17%,16%,-9%,-6%,-3%,i,-2.4,-8%
Nc1nc(SCc2ccccc2Cl)c2ncn(C3OC(CO)C(O)C3O)c2n1 (stereo not drawn),-12%,?,1.8%,.,25%,3%,i,-2.0,2%
Cc1ccc(CNC(=O)COC(=O)c2cccc(S(=O)(=O)N3CCCCC3)c2)cc1,13%,16%,-0.5%,-1%,9%,22%,i,-3.5,8%
C/C(=N\Nc1ccc(S(N)(=O)=O)cc1[N+](=O)[O-])c1cccs1,-12%,-13%,-0.2%,0%,5%,3%,i,3.0,-1%
CCCNC(=O)C12CCC(C)(C(=O)C1Br)C2(C)C (stereo not drawn),19%,-2%,-1.3%,0%,0%,-3%,i,0.1,-2%
Cc1c(C)c2ccc(O[C@@H]3O[C@H](CO)[C@@H](O)[C@H](O)[C@H]3O)c(C)c2oc1=O,-7%,13%,1.9%,0%,-1%,-8%,i,-3.5,2%
COCCn1c(-c2ccc(OC)cc2)cnc1SCC(=O)Nc1cccc2ccccc12,9%,?,3.7%,-2%,0%,-11%,i,-1.9,-28%

# Ordered by SMILES length (rising): some entries from above.
SMILES,Abeta yeast res,Nrf2 inh,Nrf2 activator,Mm-Cpn inhibitor,TGFb inhibitor,HepG2 viability,pAkt inh,CCT modulator,A549 viability
CCCNC(=O)C12CCC(C)(C(=O)C1Br)C2(C)C (stereo not drawn),19%,-2%,-1.3%,0%,0%,-3%,i,0.1,-2%
N#C[C@H]1C(O)C(O)c2ccccc2N1C(=O)c1ccccc1 (stereo partly drawn),-7%,6%,-1.6%,.,-2%,2%,i,-0.7,3%
C/C(=N\NC(=O)c1cc(-c2ccc(C)s2)[nH]n1)c1ccco1,-17%,0%,4.6%,0%,-17%,-10%,i,0.9,17%
C/C(=N\Nc1ccc(S(N)(=O)=O)cc1[N+](=O)[O-])c1cccs1,-12%,-13%,-0.2%,0%,5%,3%,i,3.0,-1%
Cc1c(C)c2ccc(O[C@@H]3O[C@H](CO)[C@@H](O)[C@H](O)[C@H]3O)c(C)c2oc1=O,-7%,13%,1.9%,0%,-1%,-8%,i,-3.5,2%

# Other entries
SMILES,Abeta yeast res,Nrf2 inh,Nrf2 activator,Mm-Cpn inhibitor,TGFb inhibitor,HepG2 viability,pAkt inh,CCT modulator,A549 viability
Cn1c(SCC(=O)NCc2ccccc2)nnc1C1CC1,6%,-12%,0.2%,0%,3%,11%,i,-0.8,-2%
CC1=C(C(=O)OCc2ccccc2)C(c2ccco2)n2ncnc2N1 (stereo not drawn),2%,?,0.0%,0%,5%,-7%,i,-0.4,-14%
CN(CC(=O)Nc1ccc(F)c(F)c1F)C(=O)CC1OC(=O)c2ccccc21 (stereo not drawn),-1%,3%,0.4%,3%,0%,20%,i,0.0,1%
O=C(NC(=S)NCc1nc2ccccc2[nH]1)c1ccc(F)cc1,-6%,?,7.8%,0%,?,-33%,i,1.0,2%
CCCCSc1nnc2c(n1)[nH]c1ccccc12,-10%,5%,0.4%,2%,15%,-12%,i,1.5,?
O=C(NCc1ccco1)c1ccc(Cn2cc([N+](=O)[O-])cn2)o1,5%,.,3.5%,0%,8%,-9%,i,-4.7,4%
CC1(C)Cc2cccc(OCC(=O)OCC(=O)Nc3ccc(C(N)=O)cc3)c2O1,1%,20%,0.3%,0%,-2%,1%,i,-4.1,1%
O=C(COC(=O)/C=C/c1cccc(C(F)(F)F)c1)Nc1cccc2ccccc12,10%,-4%,20%[9.22 µM],-3%,-22%,-5%,i,-3.4,7%
Cn1c(=O)oc2cc(S(=O)(=O)N3CCN(c4ccccc4)CC3)ccc21,-3%,2%,0.1%,-2%,?,-5%,i,-0.6,18%
Cc1ccc2[nH]c(=O)c3cc(C(=O)N4CCN(c5ccccc5F)CC4)sc3c2c1,3%,-7%[9.27 µM],-0.7%,.,-24%,0%,.,.,1%
